Assay outcomes deposited in PubChem by National Center for Advancing Translational Sciences (NCATS).
Tau ThT inhib: blocks human tau fibril formation measured by thioflavin T | P10636 | AID 1460 | 2.1% of 270,000 active | Potency, µM (titrated, usually from 57.4 µM), without a hit: top-dose activity, negative = inhibition, hits mostly inhibitors | recombinant tau K18 P301L, heparin-induced fibrillization, ThT fluorescence; further: on the % scale 0 is the no-effect control and ±100 the full control effect; nearly all actives have a fitted effect of over 55% in size
Target sequence (P10636 561-689 P618L limits assumed): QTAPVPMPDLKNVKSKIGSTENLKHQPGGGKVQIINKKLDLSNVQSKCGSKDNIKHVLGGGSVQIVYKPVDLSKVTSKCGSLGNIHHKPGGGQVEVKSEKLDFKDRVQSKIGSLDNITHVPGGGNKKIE
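Tau K18 P301L fragment (15 uM unlabeled plus 0.24 uM Alexa 594-labeled) in 100 mM sodium acetate pH 7 with compound, fibrillization induced by 20 uM heparin for 6 hr at 37 C. Thioflavin T (30 uM) added, fluorescence read after 1 hr (ex 450, em 510 nm).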
L3MBTL1 inh: blocks human L3MBTL1. Q9Y468. AlphaScreen L3MBTL1–H3K9me1 peptide binding. Potency, µM (top dose mostly 57.1 µM), for the others: at the highest dose activity, negative = inhibition, hits mostly inhibitors. 0.66% of 230,000 active. AID 485360; further: on the % scale 0 is the no-effect control and ±100 the full control effect; nearly all actives have a fitted effect of over 60% in size
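First, the protein-peptide complex forms for 30 min at room temperature (L3MBTL1 50 nM, biotinylated H3K9me1 peptide 75 nM). Next, compounds are pin-transferred and incubated 30 min. Finally, AlphaScreen beads are added and read after 30 min.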
RECQ1 helicase: RECQ1 (human) helicase inhibition; 0.54% of 240,000 active; RECQ1 DNA unwinding, red fluorescence kinetic read; Potency, µM (series often up to 57.3 µM), for inactives: at the highest dose activity, negative = inhibition, hits mostly inhibitors; AID 2549; P46063;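 further: plate controls were vehicle for no effect and no enzyme for full effect; nearly all actives have a fitted effect of over 30% in size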
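RECQ1T1 50 nM; forked duplex (20 bp + 30-nt ss tails) 200 nM, ATP 2 mM final; pH 8.0, 2 mM MgCl2, 2.5 ug/ml poly(dI-dC); 15 min compound preincubation; discontinuous kinetic read over 2 h at RT.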
Tau fluor counter: counter-screen for tau fibril formation inhibitors; 0.93% of 280,000 active; Potency, µM (highest dose often 57.7 µM), for inactives: at the top dose activity change, negative = decrease; tau K18 P301L Alexa594 fluorescence, heparin fibrillization; further: on the % scale 0 is the no-effect control and ±100 the full control effect; nearly all actives have a fitted effect of over 55% in size
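Human tau K18 P301L (15 uM unlabeled, 0.24 uM Alexa 594-labeled) in 100 mM sodium acetate pH 7 with 20 uM heparin, 6 hr at 37 C. ThT 30 uM added, 1 hr ambient; Alexa 594 FP and total fluorescence read at 555/632 nm.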
HTT cytoprotect: cytoprotection in Huntington HTT-Q103 PC12 cell model; 0.14% of 230,000 active; PC12 HTT-Q103 induced, cytoprotection, ATP luminescence, 40 h; Potency, µM (doses to about 56.4 µM), without a hit: cytoprotection (ATP increase), actives largely listed as activators;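 further: % of control where 0% means no effect; nearly all actives have a fitted effect of over 45% in size; toxic huntingtin expression switched on by the ecdysone agonist tebufenozide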
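Cells were plated at 1500 per well in phenol red-free DMEM with 5% equine and 5% calf serum. Tebufenozide (100 nM final) and compounds were added, then ATPlite reagent, and luminescence was read.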
Tau fibril FP: tau fibrillization inhibition (FP) | P10636 | K18 P301L tau heparin fibrillization, Alexa594 FP, 6 h | Potency, µM (top dose mostly 57.7 µM), inactives show top-dose activity, negative = inhibition, usual class: inhibitors | 0.39% of 280,000 active | AID 1468; further: on the % scale 0 is the no-effect control and ±100 the full control effect; nearly all actives have a fitted effect of over 55% in size
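Human K18 P301L fragment (15 uM unlabeled plus 0.24 uM Alexa 594-labeled) in 100 mM sodium acetate pH 7 with compound, aggregation induced by 20 uM heparin for 6 hr at 37 C. ThT (30 uM) added for 1 hr, then Alexa 594 FP read.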
TRb-SRC2 inh: TRbeta-SRC2 interaction inhibition. P10828. TRbeta-SRC2 peptide binding, fluorescence polarization; receptor liganded with 1 µM T3. Potency, µM (titrated, usually from 106 µM), for inactives: top-dose activity change, negative = inhibition, actives largely listed as inhibitors. 0.065% of 280,000 active. AID 1469;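 further: plate controls were bound peptide for no effect and peptide without receptor for full effect; nearly all actives have a fitted effect of over 50% in size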
Target sequence (P10828 whole entry, looked up): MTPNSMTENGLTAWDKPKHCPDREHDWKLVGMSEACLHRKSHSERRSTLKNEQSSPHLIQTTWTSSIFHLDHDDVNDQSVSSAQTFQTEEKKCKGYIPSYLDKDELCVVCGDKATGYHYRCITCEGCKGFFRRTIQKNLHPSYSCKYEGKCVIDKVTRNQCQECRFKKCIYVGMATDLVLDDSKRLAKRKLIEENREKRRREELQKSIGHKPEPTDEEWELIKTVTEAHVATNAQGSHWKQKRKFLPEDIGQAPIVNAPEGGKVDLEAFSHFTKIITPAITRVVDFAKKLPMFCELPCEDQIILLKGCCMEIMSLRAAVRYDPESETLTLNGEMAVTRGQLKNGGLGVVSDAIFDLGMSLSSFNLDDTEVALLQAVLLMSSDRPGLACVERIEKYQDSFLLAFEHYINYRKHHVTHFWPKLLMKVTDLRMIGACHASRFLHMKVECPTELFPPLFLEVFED
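Read-out is fluorescence polarization (555 nm excitation, 632 nm emission) of a Texas Red SRC2 coactivator peptide; loss of signal reflects blocked binding to human TRb ligand-binding domain in the presence of 1 uM T3.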
TR SRC2 fluor cs: alters Texas Red total fluorescence, flagging assay interference. TRb/SRC2 Texas Red total fluorescence interference. Potency, µM (titrated, usually from 106 µM), without a hit: top-dose fluorescence change, negative = quenching. 0.29% of 280,000 active. AID 1479; active means well fitted curve in either direction with a large enough effect; inconclusive means small, poorly fitted or top-dose-only effect; further: on the % scale 0 is the no-effect control and ±100 the full control effect
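Human TRβ ligand-binding domain (0.6 uM) and Texas Red SRC2 peptide (20 nM) in Tris buffer with 1 uM T3 and 5% DMSO were incubated with pinned compound for 5 hr at ambient temperature. Total fluorescence was computed as S + 2P (555/632 nm).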
Active calls of the source: *; i = inactive; u = inconclusive; x = not tested or not shown; & = joins results of further samples; [ ] = remark or other dose. Unless noted, the call rests on the fitted dose curve; in most records, active means well fitted curve in the direction sought with a large enough effect; inconclusive means small, poorly fitted or top-dose-only effect, or another doubt; inactive means no such curve, though single readings can be large; an effect the other way counts as inactive or inconclusive. Potency means the concentration at half of the fitted maximal effect. Only part of the results is shown. The share of hits here may be higher or lower than overall.

Under each structure: Tau ThT inhib	L3MBTL1 inh	RECQ1 helicase	Tau fluor counter	HTT cytoprotect	Tau fibril FP	TRb-SRC2 inh	TR SRC2 fluor cs
CCC(C)Nc1nc(OCC(F)(F)F)nc(OCC(F)(F)F)n1 (configuration not stated)
    -1%	11%	i	0%	-3%	-10%	-12%	-2%
Cc1ccn2c(/C=N/OCc3ccc(F)cc3)c(-c3ccc(Cl)cc3)nc2c1
    -16%	14%	2%	-9%	-23%	-3%	0%	-3%
O=C(CN1CCN(S(=O)(=O)c2ccc(F)cc2)CC1)Nc1cc(C(F)(F)F)ccc1Cl
    -11%	0%	-3%	-22%	8%	7%	-12%	-1%
CC(C)NC(=O)c1onc(CSc2ccc(Cl)cc2)c1C(=O)NC(C)C
    4%	x	-11%	-12%	-6%[10 µM]	5%	1%	0%
CCn1c(=O)n(CC)c2cc(N3CCCCC3)c(NC(=O)Nc3cc(C)cc(C)c3)cc21
    -12%	x	x	-18%	x	11%	3%	-5%
CCC1CCCCN1Cc1nc(Cc2ccccc2Cl)no1 (configuration not stated)
    -11%	3%	-2%	-21%	5%[10 µM]	3%	2%	-3%
CCN(Cc1ccccc1)Cc1c(O)ccc2oc(C)c(C(=O)Nc3ccccc3C)c12
    -10%	x	x	-17%	x	11%	2%	-2%
Cc1nc(SCC(=O)NC(=O)NC2CCCCC2)nc(C)c1C
    9%	x	i	-3%	-6%	u	-5%	-2%
COc1cc(/C=N/NC(=O)CNC(=O)c2cccs2)ccc1O
    u	8%	-7%	-19%	0%[10 µM]	8%	2%	2%
COc1ccc(N(CC(=O)Nc2cc([N+](=O)[O-])ccc2C)S(C)(=O)=O)cc1OC
    -4%	8%	15%	-1%	11%[10 µM]	-3%	1%	-1%
Cc1cccc(C)c1NC(=O)NN(C(=O)c1ccccc1)C(C)(C)C
    -1%	5%	-4%	3%	13%[0.074 µM]	-9%	-3%	1%
CC1CCN(c2nc3c(c(=O)[nH]c(=O)n3C)n2CCCc2ccccc2)CC1
    u	-3%	-7%	-1%	-4%	4%	-7%	-3%
O=C(CSc1ccc(-c2ccccc2)nn1)NCc1ccco1
    3%	-1%	i	7%	17%[10 µM]	-1%	2%	-3%
FC(F)(F)c1cccc(N2CCN(Cc3ccoc3)CC2)c1
    -5%	-6%	-12%	-1%	-4%	1%	4%	3%
Cc1ccc(NC(=O)CN2CCC(C(N)=O)CC2)cc1[N+](=O)[O-]
    1%	11%	i	1%	-15%	3%	-2%	1%
Cn1cc(CN2CCC(C(O)CCc3ccccc3)CC2)c(-c2ccccc2F)n1 (configuration not stated)
    2%	-5%	i	7%	-1%[10 µM]	-3%	-6%	-2%
O=C(CSc1nnc(NC2CCCCC2)s1)NC1CCS(=O)(=O)C1 (configuration not stated)
    5%	30%[activator]	-6%	2%	-5%	0%	-20%	3%
Cc1nc2c(Cl)cc(Cl)cc2[nH]1
    -1%	0%	-3%	0%	27%	0%	5%	-4%
Nc1nc(CSc2n[nH]c(-c3ccccc3)n2)nc(Nc2ccccc2)n1
    5%	4%[11.4 µM]	i	-6%	-7%	-12%	-2%	1%
COc1ccc(N(C)C(=O)CCS(=O)(=O)c2cccc3nonc23)c(OC)c1
    12%	x	-5%	1%	6%	3%	5%	0%
CCc1ccc2nc3sc(C(=O)Nc4nnc(CC)s4)c(N)c3cc2c1
    4µM*	u	32µM*	-25%	-70%[inhibitor]	4%	1%	-4%
CCOC(=O)c1ccccc1NC(=O)Cn1cnc2c(nnn2-c2ccc(C)cc2)c1=O
    1%	5%	-14%	1%	20%[10 µM]	-3%	0%	-1%
COc1cccc(-n2c(SCc3cccc(C)c3)nc3c([nH]c4ccccc43)c2=O)c1
    -6%	x	x	-30%	x	-2%	7%	3%
Cc1cc(C)cc(-n2c(C)cc(/C=N\NC(=O)COc3cccc4cccnc34)c2C)c1
    u	-10%	-5%	-26%	-4%[10 µM]	-5%	-14%	-1%
Cc1cc(C)c2c3c(sc2n1)C(=O)N(C)CC(=O)N3
    -3%	10%	-3%	-6%	-16%[0.074 µM]	-6%	-9%	-1%
Cc1ccc(CC(NC(=O)c2ccccc2)C(=O)NCC(=O)O)cc1 (configuration not stated)
    -8%	x	1%	-4%	-2%	9%	-13%	1%
CC(=O)Nc1ccc(S(=O)(=O)N2CCSC2c2ccco2)cc1 (configuration not stated)
    1%	3%	i	5%	27%[10 µM]	-1%	2%	-5%
COc1ccc(-c2nc(=S)c3c([nH]2)Oc2ccc(C)cc2C3)cc1O
    7%	14%	-4%	8%	x	5%	-1%	-2%
O=C(CN1CCN(Cc2ccccc2)CC1)N/N=C/c1ccco1
    -9%	-7%	-3%	-11%	11%[10 µM]	-8%	6%	3%
Cc1nn2c(N3CCN(CCO)CC3)c3c(nc2c1-c1ccccc1)CCCC3
    u	0%	-1%	-25%	-9%[10 µM]	5%	-3%	0%

The list goes on:
Under each structure: Tau ThT inhib	L3MBTL1 inh	RECQ1 helicase	Tau fluor counter	HTT cytoprotect	Tau fibril FP	TRb-SRC2 inh	TR SRC2 fluor cs
CCN1CCN(c2csc3ccc(Br)cc3c2=O)CC1
    u	x	x	u	x	2%	9%	3%
COc1ccccc1CNC(=O)c1cc2c(s1)CS(=O)(=O)C2
    -2%	x	0%	1%	-27%	3%	-2%	0%
CC(=O)c1ccc(NC(=O)CN(C)CC(=O)Nc2cccc(F)c2)cc1
    -7%	x	3%	-14%	-54%[inhibitor]	-10%	2%	-3%
COc1cc(NC(=S)N2CCN(C(=O)C3CCCO3)CC2)c(OC)cc1Cl (configuration not stated)
    -2%	9%	-2%	4%	-7%[10 µM]	-4%	-1%	-1%
Cc1cc(NC(=O)NC(C(F)(F)F)C(F)(F)F)no1
    0%	-6%	i	1%	-7%[10 µM]	2%	-10%	4%
CC(C)CC(OC(=O)c1ccco1)C(=O)NCC1CCCO1 (configuration not stated)
    1%	-2%	i	0%	-3%[10 µM]	5%	3%	-1%
CCS(=O)(=O)N1CCCC(C(=O)NC2CCC(C)CC2)C1 (configuration not stated)
    -11%	4%	i	-3%	-3%	3%	-6%	-1%
COc1ccc(CC(=O)Nc2cc(C)on2)cc1
    -2%	9%	-6%	-1%	11%	2%	6%	1%
O=C(c1cccs1)c1coc2ccc(O)c(CN(CCO)CCO)c12
    -12%	x	-11%	-12%	-35%	7%	-1%	-8%
CCCc1cc(=O)oc2c(CN3CCCC3)c(O)c(Cl)cc12
    -3%	-1%	i	0%	7%	1%	-6%	1%
COC(C[C@H](O)[C@H](C)[C@@H](O)COCc1ccccc1)OC
    7%	x	i	10%	-21%[10 µM]	2%	3%	0%
CC(=O)Nc1cccc(/C(C)=N/NC(N)=S)c1
    -15%	7%	18%	1%	x	-12%	-6%	1%
COC(=O)[C@@]1(Cc2ccc(F)cc2)[C@H]2c3cc(C(=O)N(C)C)n(CC4CC4)c3C[C@H]2CN1C(=O)c1ccccc1
    -8%	x	-10%	-6%	12%	-9%	-2%	0%
O=C(Nc1ccc(Cl)c(-c2nc3ccccc3o2)c1)c1ccc(-c2cccc([N+](=O)[O-])c2)o1
    u	x	x	u	x	-3%	8%	-21%
O=C(c1ccc2c(c1)N(Cc1ccc(F)cc1)C(=O)c1ccccc1S2(=O)=O)N1CCN(c2ccccn2)CC1
    2%&-6%	-3%	i	-16%&-20%	x	13%&-1%	0%&-3%	0%&1%
Cc1ccc(C2(c3noc(CN4CCC(C(=O)N5CCOCC5)CC4)n3)CCCC2)cc1
    -8%	1%	-13%	-12%	u	u	-8%	-1%
Clc1ccc(-c2nc3ccccc3n2OCc2ccccc2)cc1
    -10%	6%	i	-10%	0%	0%	0%	0%
COc1cccc(C(=O)NCCc2csc(-c3ccc(Cl)cc3)n2)c1
    u	x	x	-27%	x	-5%	2%	-1%
Cc1nc2sc(C(c3cccs3)N3CCOCC3)c(O)n2n1 (configuration not stated)
    -10%	-1%	6%	-9%	-4%[10 µM]	-3%	1%	0%
CN(C)c1cccc2c1c(NC(=O)Nc1ccccc1)nn2C
    u	-18%	8%	-28%	-4%[10 µM]	1%	-4%	-2%
O=C(Nc1nnc(SCc2ccc(F)cc2)s1)c1ccc2c(c1)C(=O)N(c1ccccc1Cl)C2=O
    5%	-13%[2.29 µM]	i	4%	6%[10 µM]	0%	10%	0%
CCOC(=O)CC(NC(=O)Cn1nnc(-c2ccccc2Cl)n1)c1ccc(OC)cc1 (configuration not stated)
    0%&0%	x	0%	-17%&-20%	15%	7%&-1%	0%&0%	-1%&-3%
COCCNC(=O)c1ccccc1NC(=O)c1nsc2ccccc12
    -6%	x	x	-18%	x	-15%	-2%	-1%
O=C(COC(=O)c1ccccc1Br)NCCN1C(=O)CSC1=O
    1%	18%	-1%	0%	1%	0%	-13%	3%
Nc1nonc1C(=Nc1ccccc1)NO
    -2%	0%	-11%	-4%	-14%[0.074 µM]	u	0%	-5%
COc1ccc(NC(=O)c2ccc(COc3ccccc3)o2)cc1
    -15%	-8%	-2%	-20%	-31%	-4%	8%	0%

Of the compounds above, these contain a nitro group on carbon:
Under each structure: Tau ThT inhib	L3MBTL1 inh	RECQ1 helicase	Tau fluor counter	HTT cytoprotect	Tau fibril FP	TRb-SRC2 inh	TR SRC2 fluor cs
COc1ccc(N(CC(=O)Nc2cc([N+](=O)[O-])ccc2C)S(C)(=O)=O)cc1OC
    -4%	8%	15%	-1%	11%[10 µM]	-3%	1%	-1%
Cc1ccc(NC(=O)CN2CCC(C(N)=O)CC2)cc1[N+](=O)[O-]
    1%	11%	i	1%	-15%	3%	-2%	1%
O=C(Nc1ccc(Cl)c(-c2nc3ccccc3o2)c1)c1ccc(-c2cccc([N+](=O)[O-])c2)o1
    u	x	x	u	x	-3%	8%	-21%
